Screening data from PubChem.
Arrestin-AP2 inh – inhibitors of beta-arrestin/AP2 binding, primary screen, biochemical, GPCR trafficking, flow cytometry; beta-arrestin 1 C-terminal peptide binding to AP2 beta2-adaptin appendage (human); FITC-arrestin peptide / GST-AP2 beads; AP2 beta2 appendage carries R879A mutation; inhibition, % at 10 µM; 0.31% of 340,000 active; AID 504490, 2011;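 active = inhibition above a set limit, near 3 SD of compounds lacking own fluorescence, cut at about 54% in these data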;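 also: plate controls were DMSO wells for no effect and 5 µM unlabelled arrestin peptide for full effect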
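Measured by: flow cytometry, FL1 (488/535 nm); Material: AP2 appendage R879A on GSH beads; Evaluation: percent response; Timing: pre-incubation 12 min, peptide binding 1 h, room temperature; Also added: 50 nM FITC-arrestin peptide; Medium: PBS with 0.05% Tween 20 and 0.1% BSA.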
Pemphigus Ab inh – inhibitors of pemphigus antibody binding to DSG3, primary screen, biochemical, bead-based, flow cytometry, scFv-GFP | Desmoglein-3 (Homo sapiens), P32926 | DSG3-coupled beads, scFv-anti-DSG3-GFP binding; active compounds read low | binding (percent of control), % at 10 µM | 0.48% of 310,000 active | AID 588358, 2011;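 active = binding more than 3 SD below its plate's average and above zero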;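 also: hits lower antibody fragment binding to DSG3; some compounds called inactive have numbers as strong as hits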
Target sequence (P32926 whole entry, looked up, the tested form may be a part): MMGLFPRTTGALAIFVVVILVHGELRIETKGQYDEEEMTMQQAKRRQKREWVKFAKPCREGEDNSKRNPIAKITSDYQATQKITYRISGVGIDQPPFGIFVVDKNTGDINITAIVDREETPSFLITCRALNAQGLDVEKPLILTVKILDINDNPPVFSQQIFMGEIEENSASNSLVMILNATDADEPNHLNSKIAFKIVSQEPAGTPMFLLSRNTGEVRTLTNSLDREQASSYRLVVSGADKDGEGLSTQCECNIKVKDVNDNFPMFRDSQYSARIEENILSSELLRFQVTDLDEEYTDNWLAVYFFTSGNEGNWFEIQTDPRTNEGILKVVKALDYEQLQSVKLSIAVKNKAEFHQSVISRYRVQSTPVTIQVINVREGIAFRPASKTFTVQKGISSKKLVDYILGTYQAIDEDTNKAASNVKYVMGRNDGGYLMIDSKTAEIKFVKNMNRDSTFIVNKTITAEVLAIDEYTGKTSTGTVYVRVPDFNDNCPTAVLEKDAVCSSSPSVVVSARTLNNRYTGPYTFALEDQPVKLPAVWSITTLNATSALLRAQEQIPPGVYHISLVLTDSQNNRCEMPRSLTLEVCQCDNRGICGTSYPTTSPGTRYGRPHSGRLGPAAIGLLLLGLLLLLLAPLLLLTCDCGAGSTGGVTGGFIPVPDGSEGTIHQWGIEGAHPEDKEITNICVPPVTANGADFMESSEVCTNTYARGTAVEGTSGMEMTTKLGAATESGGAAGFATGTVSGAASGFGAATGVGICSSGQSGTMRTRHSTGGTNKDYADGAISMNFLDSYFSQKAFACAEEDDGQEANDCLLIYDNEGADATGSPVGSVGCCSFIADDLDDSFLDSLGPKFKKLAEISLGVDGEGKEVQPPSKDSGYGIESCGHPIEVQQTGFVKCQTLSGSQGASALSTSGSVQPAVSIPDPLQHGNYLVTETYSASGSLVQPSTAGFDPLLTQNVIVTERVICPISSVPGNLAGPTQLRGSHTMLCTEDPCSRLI
CDK5 inh – inhibitors of human CDK5/p35 kinase, primary screen, biochemical, single concentration. Recombinant CDK5/p35, ADP-Glo luminescence, 60 min. inhibition, % at 10 µM. Cyclin-dependent kinase 5 (Homo sapiens) + Cyclin-dependent kinase 5 activator 1 (Homo …. 0.01% of 330,000 active;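 active = highest replicate inhibition of at least 50% and at least 75% of replicates reaching 50%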;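 also: plate controls were DMSO neutral control for no effect and GW8510 at 10 µM for full effect; many of its hits are not listed in these tables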
dFosB activator – activators of delta FosB homodimer, primary screen, biochemical, fluorescence polarization, TAMRA-CDK5 oligo, single point. 0.99% of 340,000 active. AID 493131, 2011. activation, % at 25 µM. purified delta FosB; percent of positive-control signal above neutral wells. Protein FosB (Mus musculus), P13346;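 active = mean activation above about 17%, with every replicate also reaching it, limit read from the data, passing the limit was not always enough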;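 also: fluorescence polarization rise as delta FosB binds a TAMRA Cdk5 AP-1 oligo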
PKA-R1A activ – activators of PKA-R1A holoenzyme, primary screen, biochemical, fluorescence polarization, Cy5-IP20, bovine R1A, mouse PKAc | cAMP-dependent protein kinase type I-alpha regulatory subunit (Bos taurus) + … | PKA-R1A dissociation; scaled: DMSO 0%, 113 µM cGMP 100% | activation, % at 11.4 µM | 0.083% of 340,000 active | AID 504707, 2011;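 active = percent activation above the mean of all tested compounds plus 3 SD, cut at about 19% in these data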;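 also: higher means more PKAc released from R1A so a rise in polarization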
SR-BI uptake up – activators of SR-BI mediated DiI-HDL uptake, primary screen, ldlA[mSR-BI] CHO cells, DiI fluorescence. 3 h; 100 = double the neutral-control signal. activation, % at 12.5 µM. 0.096% of 320,000 active;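 active = mean replicate activation of at least 60% and every replicate at or above 60%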;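 also: 0% = median plate neutral-control signal and 100% = twice that signal; values of inactives mirror those of a sister screen read the other way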
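Material: SR-BI-overexpressing, LDLR-lacking CHO cells; schedule: compound exposure 3 h, 37 °C; reagent: DiI-labelled HDL at 10 µg/mL final; technique: bottom-read fluorescence, 550/595 nm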
SUMO Mot1 rescue – yeast Mot1-301 growth rescue at high temperature, primary screen, SUMOylation pathway inhibitor project, S. cerevisiae, ATP luminescence, 38.5C | AID 2716, 2010 | 1% of 320,000 active | growth rescue, % at 18.8 µM | S. cerevisiae Mot1-301 growth rescue; percent above DMSO median, 100 means doubled;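 active = every valid replicate shows activation above 250% relative to neutral control wells; inactive = the rest, any valid replicate at or below 250%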;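 also: OY570 slx delta 5 strain wells were the positive control but not used for scaling; some compounds called inactive have numbers as strong as hits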
SR-BI DiI inh – inhibitors of SR-BI mediated HDL lipid uptake, primary screen, ldlA[mSR-BI] cells, fluorescence, single point. inhibition, % at 12.5 µM. 0.96% of 320,000 active. Scavenger receptor class B member 1 (Mus musculus), Q61009. ldlA[mSR-BI] CHO cells, DiI-HDL uptake fluorescence, 3 h. AID 488896, 2010;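 active = mean replicate inhibition of at least 70% and a set share of replicates each scoring 70 or more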;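 also: 0% = median of neutral control wells and 100% = median of positive control wells; values of inactives mirror those of a sister screen read the other way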
MITF TRPM1 HTS – activators of MITF-driven TRPM1 promoter reporter, primary screen, cell-based, SK-MEL-5, luciferase, single point. activation, % at 12.5 µM. 0.75% of 300,000 active. SK-MEL-5 TRPM1-promoter luciferase, 24 h; % of positive control, neutral wells = 0;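 active = mean activation of at least 80% with every replicate also reaching 80%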;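 also: 0% = neutral control wells and 100% = parthenolide positive control wells; values of inactives mirror those of a sister screen read the other way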
PKA-R2B activ – activators of PKA-R2B holoenzyme, primary screen, biochemical, fluorescence polarization, Cy5-IP20, human; cAMP-dependent protein kinase catalytic subunit beta (Homo sapiens) + cAMP-dependent …; PKA-R2B holoenzyme dissociation; R2B truncated from residue 108, S112A mutant; 0% DMSO only, 100% 113 µM cGMP; activation, % at 11.4 µM; 0.079% of 340,000 active;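 active = activation above a cutoff set at the mean over all compounds plus 3 SD, cut at about 18% in these data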;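 also: higher means more holoenzyme dissociation and a rise in polarization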
NSD2 inh – NSD2 histone methyltransferase inhibitors, primary screen, biochemical, AlphaScreen, single concentration, set 2; Histone-lysine N-methyltransferase NSD2 (Homo sapiens), O96028; NSD2 peptide methylation, 120 min; inhibition, % at 12.5 µM; 0.54% of 310,000 active; in the data active = inhibition above about 50%
* hit, by the source's call; nt = no result given.

Start of the listing, in advance (two entries):
SMILES	Arrestin-AP2 inh	Pemphigus Ab inh	CDK5 inh	dFosB activator	PKA-R1A activ	SR-BI uptake up	SUMO Mot1 rescue	SR-BI DiI inh	MITF TRPM1 HTS	PKA-R2B activ	NSD2 inh
O=C(NC1CCCCC1)C1CCN(S(=O)(=O)N2CCOCC2)CC1	-2	99	-0.1	-4	-2	18	5	-18	-7	-11	8
CC(C)(C)c1ccc(-c2nnc(SC3CCOC3=O)n2Cc2ccccc2)cc1 (stereo not drawn)	3	80	-0.3	-9	2	13	7	-13	-3	-5	1

The whole of this part, previewed entries included:
SMILES	Arrestin-AP2 inh	Pemphigus Ab inh	CDK5 inh	dFosB activator	PKA-R1A activ	SR-BI uptake up	SUMO Mot1 rescue	SR-BI DiI inh	MITF TRPM1 HTS	PKA-R2B activ	NSD2 inh
O=C(NC1CCCCC1)C1CCN(S(=O)(=O)N2CCOCC2)CC1	-2	99	-0.1	-4	-2	18	5	-18	-7	-11	8
CC(C)(C)c1ccc(-c2nnc(SC3CCOC3=O)n2Cc2ccccc2)cc1 (stereo not drawn)	3	80	-0.3	-9	2	13	7	-13	-3	-5	1
CC(C)(C)OC(=O)N(CCc1ccccc1)Cc1ccc(OCc2cccc(NC(=O)/C=C/c3ccccc3)c2)cc1	4	103	-5.1	-4	-21	-68	nt	68	-3	-9	nt
COc1ccc2[nH]cc(/C=C/c3cc[n+](C)cc3)c2c1	14	208	1.8	1	11	22	8	-22	5	0	20
Cn1c(/C=N/c2nc3ccccc3[nH]2)nc2ccccc21	3	101	4.2	-5	-11	-6	-5	6	9	5	0
Cc1cnc(C=NNC(N)=S)c2cccc(N)c12	16	62	0.7	-7	-3	-3	nt	3	nt	-1	37
O=C(CC(=O)NN=Cc1ccc2c(c1)CCC2)NN=Cc1ccc2c(c1)CCC2	13	99	-2.5	-10	-4	-14	nt	14	3	1	2
CCOC(=O)c1c(Cc2ccccc2)c[nH]c1C	13	108	-0.3	1	-14	-4	-8	4	46	-10	2
CC1CN(C(=O)N2CCOCC2)CCN1C(=O)N1CCOCC1 (stereo not drawn)	41	89	-0.4	-1	0	22	14	-22	9	-2	-1
CCOc1ccccc1OCCOCCN1CC(C)OC(C)C1 (stereo not drawn)	8	94	-0.1	-3	2	22	43	-22	nt	10	1
CC(C)CNC(=O)COC(=O)c1c2c(nc3ccccc13)CCC2	-3	nt	-0.3	-13	-3	-9	-4	9	-9	-5	2
COC(=O)c1cc(S(=O)(=O)NCCc2cccc(C)c2)cn1C	16	nt	-0.4	-2	0	15	108	-15	6	-7	3
CCc1nnc(NC(=O)C2CCCN2C(=O)NC2CCCCC2)s1 (stereo not drawn)	1	104	1.7	7	-10	18	-7	-18	nt	-14	-6
CC(C)(C)C(=O)OCc1nc(-c2ccc(C(F)(F)F)cc2)cs1	-4	118	0.2	0	-6	-24	7	24	24	6	-5
COc1ccc(C2CC(=O)c3cnc(NC(=O)c4cccc(OC)c4)nc3C2)cc1 (stereo not drawn)	4	98	0.0	-7	2	-17	60	17	nt	-1	3
O=C(Nc1ccn(Cc2cccc3ccccc23)n1)c1cccnc1	10	89	-0.4	-5	4	-25	-14	25	-19	0	0
Cc1cc2cc3c(=O)[nH]c(=O)nc-3n(CC(O)C(O)C(O)CO)c2cc1C (stereo not drawn)	24	92	-0.5	1	1	10	nt	-10	3	-15	2
O=C(NNC(=O)C1CCCCC1)c1cnccn1	-10	107	-0.9	-2	-2	18	5	-18	11	3	-2
CCOc1ccc(CCNS(=O)(=O)c2ccc3c(c2)NC(=O)CC(=O)N3)cc1OCC	6	99	0.8	-6	-14	-1	nt	1	2	4	0
Cc1ccc(COC(=O)CCN=C2NS(=O)(=O)c3ccccc32)cc1	18	96	-0.1	-9	4	5	0	-5	-10	8	-1
O=S(=O)(Nc1nc2ccccc2nc1NCCN1CCOCC1)c1cccc(Cl)c1	-11	99	-1.2	-6	4	-1	-7	1	-12	-1	0
COc1ccc(C2(CNC(=O)Cc3ccc(OC)c(OC)c3)CCOCC2)cc1	-10	103	-0.1	6	-1	8	118	-8	-1	0	nt
COc1ccc(C(=O)Nc2ccc(C(=O)N3CCCCC3C)cc2)c(OC)c1OC (stereo not drawn)	21	112	-1.1	-2	-3	-57	6	57	1	-18	1
Cc1[nH]n(-c2ccccc2)c(=O)c1N=Nc1ccc2c(c1)OCO2	4	106	2.2	-7	-15	nt	8	nt	49	7	8
COc1ccc(/C=C2\COc3ccccc3C2=O)cc1OC	-15	92	-0.6	-7	-1	13	6	-13	-8	1	10
CCC(C(=O)NCc1cccnc1)c1ccccc1 (stereo not drawn)	0	107	-0.2	-3	-2	28	-11	-28	1	-1	nt
CN(C)c1ncc(C2=C(Cl)C(=O)C(N3CCCC3)=C(Cl)C2=O)s1	88*	96	4.4	-11	7	16	-11	-16	-60	-12	57*
Cc1onc(-c2ccccc2Cl)c1C(=O)OCn1nnc2ccccc2c1=O	0	108	-1.1	0	-1	-2	4	2	-7	-5	-4
CC1C(=O)C(C)C(c2cc(Cl)ccc2O)NC1c1cc(Cl)ccc1O (stereo not drawn)	-9	91	1.4	20*	1	-86	9	86*	5	-16	2
CC(C)(C)C(=O)Cn1ncc(NC2CC2)c(Br)c1=O	-9	97	0.5	3	9	37	1	-37	2	11	20
CC(C(=O)c1ccc(Br)cc1)[n+]1cccc2ccccc21 (stereo not drawn)	25	293	2.3	-8	4	26	-1	-26	nt	-9	0
COC(=O)c1c(Oc2nc(OC)cc(OC)n2)cccc1Oc1nc(OC)cc(OC)n1	7	79	0.2	2	-5	3	1	-3	-3	2	11
Cc1cc(Cl)ccc1C(=O)C1CCCN(C(=O)c2cccc(N3CCCC3=O)c2)C1 (stereo not drawn)	-8	97	nt	-8	-9	-8	3	8	-2	-6	-1
CC(=O)Nc1ccc(S(=O)(=O)N2CCN(c3nnnn3-c3ccccc3)CC2)cc1	28	94	0.4	4	-5	31	-6	-31	-4	-3	-1
COC(=O)c1c(C)oc2ccc(OC(=O)N3CCOCC3)cc12	-1	101	-1.9	-11	-1	-1	-15	1	-3	-1	-6
CC(C)N(C(=O)COC(=O)CCC(=O)c1cccs1)c1ccccc1	5	101	1.0	1	0	19	3	-19	5	1	19
O=C(CN1CCC(n2nnc3cc(F)ccc32)CC1)Nc1ccccc1N1CCOCC1	-8	90	1.1	-7	-1	-24	0	24	-3	-5	nt
CCCN1CNC(=S)N(c2ccccc2C)C1	0	99	-3.9	1	-6	11	nt	-11	-7	-7	1
COc1ccc(NC(=O)c2cccs2)cc1C(=O)N1CCN(c2ccccc2)CC1	-4	100	-2.6	-6	-7	-16	-1	16	-11	-1	1
Nc1ccn(CC(=O)NCc2ccc3[nH]ccc3c2)c(=O)n1	1	105	1.2	0	13	17	-16	-17	-12	-7	nt
COc1ccc(S(=O)(=O)NCC2CCC(C(=O)NCCCN3CCCC3=O)CC2)cc1 (stereo not drawn)	40	100	0.5	1	-12	17	7	-17	7	-3	2
COc1ccc(CN=C2NC(=O)CC(C(=O)Nc3ccc(Cl)cc3)S2)cc1 (stereo not drawn)	1	95	-1.1	5	-1	20	-10	-20	-13	-10	-3
Cc1ccc(Nc2nc(=O)c3cc([N+](=O)[O-])ccc3s2)cc1	-10	100	1.5	13	-19	nt	3	nt	1	6	nt
CCC(CC)C(=O)Nc1cc(NC(=O)C(CC)CC)cc(C(=O)O)c1	11	99	0.3	4	-8	6	282	-6	nt	-13	0
S=C(c1ccc(-c2cc(Cl)ccc2Cl)o1)N1CCOCC1	2	103	0.7	-1	0	-13	0	13	16	-14	-4
CC(=O)/C(N=Nc1ccc(C(=O)O)cc1[N+](=O)[O-])=C(\C)O	12	102	3.2	1	7	29	-3	-29	13	1	1
O=C(NNS(=O)(=O)c1cccc(Cl)c1)c1cc(-c2ccc(F)cc2)nc2ccccc12	4	111	3.2	-1	-2	-29	-28	29	-4	-4	4
Cc1sc2nc(CSCC(=O)Nc3ccc(Cl)cc3F)[nH]c(=O)c2c1C	1	104	-2.5	-14	-11	-3	nt	3	6	-8	-1
COc1ccc(C(CNC(=O)/C=C/c2c(Cl)nc3ccccn23)N(C)C)cc1 (stereo not drawn)	0	120	-0.4	-4	0	-23	-8	23	-1	-1	2
CCn1c(C)nc2cc(C(=O)OC)ccc21	13	103	0.5	-4	0	-16	-7	16	14	12	1
CCCc1cc(=O)oc2cc(OCC(=O)NCCc3ccc(S(N)(=O)=O)cc3)ccc12	-5	102	0.2	-18	-12	-24	16	24	1	-4	-2
CCCCOC(=O)CSCC(=O)N1N=C(c2cccs2)CC1c1ccc(F)cc1 (stereo not drawn)	0	129	-3.1	-12	-6	16	9	-16	-1	-2	3
CCCn1nnc(NC(=O)c2ccc(OCC)c(Cl)c2)n1	2	105	0.8	-11	-2	-5	-3	5	9	0	-1
COc1cccc(C(C(=O)NC2CCCCC2)N(C(=O)Cc2cccs2)c2ccc(-n3cnnn3)c(OC)c2)c1 (stereo not drawn)	2	105	0.2	4	0	-26	6	26	5	9	-1
CCOC(=O)c1c(C)oc2c1c1c(c3ccccc32)OCN(CCCC(=O)O)C1	-1	103	2.1	-23	-3	-24	-6	24	66	-13	nt
CCC(CC)C(=O)Nc1c(C(=O)N2CCN(c3ccccc3)CC2)oc2ccccc12	-3	111	nt	-2	-6	-34	83	34	3	-7	1
CN(C)c1nc(N)nc(-c2ccco2)n1	-1	104	0.4	-7	8	-1	-1	1	7	-6	1
Cc1occc1C(=O)NNC(=O)c1ccccc1Br	-17	103	0.3	-2	0	8	-2	-8	22	-2	-1
